# Bioassay records (PubChem BioAssay)
# NadD block – inhibitors of Staphylococcus aureus NadD; purified NadD enzyme, colorimetric absorbance read-out; inhibition, % at 20 µM; 360,000 compounds, 0.78% hits; AID 602399; in the data active means inhibition above about 26%; further: some compounds past the cut are filed as inactive
# Scp1 inh – Scp-1 (human) phosphatase inhibition; Recombinant Scp1, phosphopeptide, malachite green phosphate absorbance; inhibition, % at 20 µM; 340,000 compounds, 0.88% hits;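 active means inhibition above about 50% at 20 µM, limit read from the data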;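 further: plate controls were DMSO wells with enzyme for no effect and wells lacking enzyme for full effect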
# Target sequence (Q9GZU7 76-261 limits assumed): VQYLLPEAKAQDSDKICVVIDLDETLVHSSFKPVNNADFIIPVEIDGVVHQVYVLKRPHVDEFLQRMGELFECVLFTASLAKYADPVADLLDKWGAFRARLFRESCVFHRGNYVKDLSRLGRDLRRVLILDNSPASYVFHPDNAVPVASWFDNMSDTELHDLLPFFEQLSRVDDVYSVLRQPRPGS
#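 Material – SCP-1 phosphatase catalytic domain, residues 76-261 · Buffer or medium – Acidic Tris acetate buffer with magnesium and detergent · Also added – Phospho 17-mer peptide substrate · Compound – single 20 µM dose, 1% DMSO · Times – 45 min room-temperature reaction, 5 min colour, 30 min stabiliser · Technique – Phosphate-binding colour reagent, absorbance read at 630 nm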
# Rin1-Abl PPI inh – inhibitors of human Rin1-Abl protein interaction | P00519+Q13671 | TR-FRET Rin1/Abl binding, biochemical | inhibition, % at 7.35 µM | 360,000 compounds, 0.4% hits | AID 588664; in the data active means inhibition above about 5%, passing the limit was not always enough
# Neddylation inh – cullin neddylation inhibition; TR-FRET cullin neddylation, biochemical; P61081+Q13564; calls only at 25 µM; 360,000 compounds, 0.58% hits; in the data active means inhibition above about 36%
# SUMO1-SIM PPI – alters human SUMO1 binding to SIM partners | SUMO1 binding to a labelled peptide, TR-FRET, 1 h | inhibition, % at 20 µM | 360,000 compounds, 0.33% hits | AID 602429; in the data active means inhibition above about 37%
# Target sequence (P63165 whole entry, looked up): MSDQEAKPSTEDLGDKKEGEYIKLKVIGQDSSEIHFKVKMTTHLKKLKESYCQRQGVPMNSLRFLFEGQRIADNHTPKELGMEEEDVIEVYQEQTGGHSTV
# Rpn11 block – blocks the human proteasome subunit Rpn11; O00487; human 26S proteasome, Ub4-pepOG fluorescence polarization; 20S core pre-blocked with epoxomicin; 360,000 compounds, 0.59% hits; calls only at 20 µM;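 active means inhibition at 20 µM, scaled to each plate's controls, above about 33%, limit read from the data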
# Target sequence (O00487 whole entry, looked up): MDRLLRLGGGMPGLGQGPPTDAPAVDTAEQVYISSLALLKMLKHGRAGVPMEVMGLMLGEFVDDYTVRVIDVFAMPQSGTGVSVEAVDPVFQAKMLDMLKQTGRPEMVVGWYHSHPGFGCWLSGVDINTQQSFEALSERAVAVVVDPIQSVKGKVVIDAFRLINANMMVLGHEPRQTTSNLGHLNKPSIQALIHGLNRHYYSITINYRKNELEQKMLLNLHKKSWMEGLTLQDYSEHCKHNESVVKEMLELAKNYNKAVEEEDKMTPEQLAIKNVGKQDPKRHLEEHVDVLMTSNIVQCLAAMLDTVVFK
# LMPTP inh – LMPTP (human) inhibition | 360,000 compounds, 0.22% hits | recombinant LMPTP-A, OMFP fluorogenic substrate, fluorescence intensity | P24666 | inhibition, % at 20 µM | AID 651560;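 active means compounds that cut the enzyme signal by at least half of the control window in the single-dose screen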;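 further: plate controls were DMSO wells with enzyme plus substrate for no effect and substrate without enzyme for full effect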
#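 Assay system: LMPTP-A, protein tyrosine phosphatase of low molecular weight / Medium: pH 6.0 Bis-Tris buffer with DTT and Triton X-100 / Schedule: 50 min enzyme reaction at room temperature, protected from light / Measured by: endpoint fluorescence intensity from OMFP dephosphorylation / Read-out basis: % inhibition relative to no-enzyme and uninhibited control wells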
# CSN inh – inhibitors of human CSN-mediated cullin deneddylation; 360,000 compounds, 0.38% hits; Purified CSN, SCF-Nedd8-OG deneddylation, fluorescence polarization; inhibition, % at 12.5 µM;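 active means pattern-corrected inhibition above about 35%, with an unprinted fluorescence ratio check between 0.5 and 1.5, limit read from the data, passing the limit was not always enough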;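 further: 0% = enzyme with substrate and 100% = substrate without enzyme; some results filed as inactive read as strong as hits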
# Target sequence (Q92905 whole entry, looked up, one chain of several): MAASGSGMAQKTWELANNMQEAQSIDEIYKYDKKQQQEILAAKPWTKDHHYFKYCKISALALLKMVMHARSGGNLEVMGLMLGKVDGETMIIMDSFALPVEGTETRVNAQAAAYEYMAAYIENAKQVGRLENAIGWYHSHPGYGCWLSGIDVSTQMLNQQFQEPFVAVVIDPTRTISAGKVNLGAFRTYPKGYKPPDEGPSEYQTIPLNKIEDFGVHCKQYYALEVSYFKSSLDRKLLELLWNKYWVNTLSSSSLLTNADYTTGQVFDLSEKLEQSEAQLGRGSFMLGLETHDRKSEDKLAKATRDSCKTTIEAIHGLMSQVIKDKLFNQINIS
#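 Test system: purified human Csn5 enzyme expressed in HEK293T cells. Amount: 0.24 nM enzyme. Reagent: SCFSkp2-Nedd8OG substrate at 10 nM final. Schedule: 90 min incubation of compound, enzyme and substrate at room temperature. Detection: fluorescence polarization. Read-out: % inhibition of substrate cleavage by Csn5.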
# DNMT1 inh – DNMT1 (human) enzyme inhibition; P26358; DNMT1 molecular beacon, Hinp1I cleavage, fluorescence; inhibition (reported as % activation of signal), % at 10 µM; 360,000 compounds, 0.83% hits; AID 588458; in the data active means inhibition above about 50%
# STEP block – blocks human striatal-enriched tyrosine phosphatase; P54829; recombinant STEP, OMFP fluorogenic substrate, fluorescence; inhibition, % at 20 µM; 360,000 compounds, 0.25% hits; AID 588621;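 active means inhibition at 20 µM, scaled per plate between control wells, above about 37%, limit read from the data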;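 further: 0% = DMSO with enzyme and substrate and 100% = substrate only without enzyme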
#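 System: STEP phosphatase, cell-free reaction; Buffer or medium: Bis-Tris pH 6.0 buffer with DTT, detergent; Incubation: 20 min at room temperature, dark; Measured by: fluorescence, 480/540 nm.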
# An asterisk follows results filed as active; i = inactive; nt = not tested or not shown. Compounds as they come (roughly 3.8% active in at least one column).
SMILES,NadD block,Scp1 inh,Rin1-Abl PPI inh,Neddylation inh,SUMO1-SIM PPI,Rpn11 block,LMPTP inh,CSN inh,DNMT1 inh,STEP block
C/C=C(/C(=C/C)c1ccc(O)cc1)c1ccc(O)cc1,-8,-14,-2,i,16,i,0.5,25,-27,-6
Cc1cc(C)c2nc(C(F)(F)F)c(C#N)c(N)c2c1,-8,-8,0,i,-5,i,-0.2,-1,6,3
COc1cc2ccccc2cc1C(=O)O,1,0,3,i,2,i,-7.1,-1,0,1
CCN(CC)CC(O)CCCCCCCCC(=O)OC (stereo not drawn),-4,-5,0,i,-2,i,-1.6,-3,-7,-5
CCOC(=O)C1=CCN(S(=O)(=O)c2ccc(C)cc2)C1c1cccc(Cl)c1 (stereo not drawn),-1,nt,2,i,3,i,1.9,-5,-14,0
CCOC(=O)N1CCN(C(=O)COc2cccc3c2CCN(Cc2ccccc2F)C3=O)CC1,2,4,0,i,-1,i,0.1,-15,3,1
COc1ccccc1NC(=O)CCc1nnc2ccc(N3CCN(C)CC3)nn12,3,-5,2,i,4,i,-0.6,1,3,2
CCN(CC)C(=O)CSc1nnc(-c2ccccc2)o1,-7,-7,-5,i,3,i,-0.4,0,0,-3
COc1ccc(-n2c(C)nc3cc(C(=O)NCc4ccc5c(c4)OCO5)ccc32)cc1,-1,-5,0,i,1,i,0.4,-4,4,0
CCSc1nnc(NC(=O)CSc2nnc(CNC(=O)c3ccccc3F)o2)s1,1,-1,0,i,6,i,0.4,-1,2,2
Cc1ccc(-c2noc(CCC(=O)NC3CCN(Cc4ccccc4)CC3)n2)cc1,-5,-10,4,i,-3,i,-0.8,-2,3,-1
COc1ccc(NC(=O)CN(C)CC(=O)Nc2ccccc2SC)cc1Cl,-7,-5,-2,i,2,i,-1.1,-13,5,1
CCOC(=O)c1sc(NC(C)=O)cc1C,0,-3,-2,i,0,i,-0.6,-6,1,-1
CCCCn1nnnc1C(c1ccccc1)N1CCN(c2ccccc2OC)CC1 (stereo not drawn),-5,nt,nt,i,3,nt,-2.3,-1,nt,nt
CCC(=O)N(Cc1cc2cc(OC)ccc2[nH]c1=O)c1ccc(C)cc1C,5,-5,-3,i,3,i,-1.4,1,0,2
N#CC(C(=O)OCc1ccccc1)c1nc2ccccc2nc1N1CCOCC1 (stereo not drawn),2,-11,-2,i,-4,i,-1.7,-1,13,19
Cc1ccc(NC(=O)COC(=O)C2C3CC4OC(=O)C2C4C3)cc1 (stereo not drawn),-2,-10,3,i,4,i,-1.0,0,-1,-3
COc1ccc(C(=O)N(Cc2ccccc2)Cc2cc3cc4c(cc3[nH]c2=O)OCCO4)cc1,2,-2,3,i,2,i,1.3,0,12,1
COc1ccc(NC(=O)C(C)N2c3cccc4cccc(c34)S2(=O)=O)c(OC)c1 (stereo not drawn),-11,-10,1,nt,-3,i,2.4,-3,-11,4
COc1ccc2oc(=O)c(C(=O)NCc3ccc4c(c3)OCO4)cc2c1,-11,-12,-1,i,-18,i,1.1,15,-1,1
CCCS(=O)(=O)N1CCCC(c2nc(-c3cccc(OC)c3)no2)C1 (stereo not drawn),-1,0,-4,i,-7,i,-0.1,0,2,-3
CN(C(=S)NC(=O)c1ccc(Br)o1)c1ccccc1,3,-5,0,i,-2,i,2.5,0,-4,2
Cc1nc2nc[nH]n2c(=O)c1CCOC(=O)c1ccccc1F,2,-4,3,i,1,i,-0.7,-21,1,-1
CCC1(c2ccc(F)cc2)NC(=O)N(CC(=O)Nc2cccc(S(=O)(=O)N3CCCCC3)c2)C1=O (stereo not drawn),-1,-6,3,i,4,i,-0.4,3,4,3

# Four entries from above, with bars between the fields:
structure | NadD block | Scp1 inh | Rin1-Abl PPI inh | Neddylation inh | SUMO1-SIM PPI | Rpn11 block | LMPTP inh | CSN inh | DNMT1 inh | STEP block
CN(C(=S)NC(=O)c1ccc(Br)o1)c1ccccc1 | 3 | -5 | 0 | i | -2 | i | 2.5 | 0 | -4 | 2
Cc1ccc(NC(=O)COC(=O)C2C3CC4OC(=O)C2C4C3)cc1 (stereo not drawn) | -2 | -10 | 3 | i | 4 | i | -1.0 | 0 | -1 | -3
CCCCn1nnnc1C(c1ccccc1)N1CCN(c2ccccc2OC)CC1 (stereo not drawn) | -5 | nt | nt | i | 3 | nt | -2.3 | -1 | nt | nt
CCC1(c2ccc(F)cc2)NC(=O)N(CC(=O)Nc2cccc(S(=O)(=O)N3CCCCC3)c2)C1=O (stereo not drawn) | -1 | -6 | 3 | i | 4 | i | -0.4 | 3 | 4 | 3

# (next part)
SMILES,NadD block,Scp1 inh,Rin1-Abl PPI inh,Neddylation inh,SUMO1-SIM PPI,Rpn11 block,LMPTP inh,CSN inh,DNMT1 inh,STEP block
CC(/C=C1\N=C(SCc2ccccc2Cl)SC1=O)=C\c1ccccc1,10,-5,-1,i,0,i,2.0,0,101*,-2
COc1ccccc1NC(=O)CC(=O)Nc1ccccc1OC,-3,11,1,i,-1,i,0.0,-1,0,-2
CCN(CC(=O)NCc1ccc(Cl)cc1)C(=O)CSc1ccccc1F,-1,1,-3,i,2,i,1.0,5,2,-2
O=C(NC1CCCc2ccccc21)C(Cc1ccccc1)NS(=O)(=O)c1cccs1 (stereo not drawn),-4,-8,-1,i,-4,i,-0.8,-17,3,-1
Cc1ccc(NC2=C(Cl)C(=O)OC2OC(=O)c2ccco2)cc1 (stereo not drawn),-3,-8,0,i,1,i,0.1,7,4,-1
C/C(=N\OCc1nc2ccccc2c(=O)n1/N=C/c1cc([N+](=O)[O-])ccc1O)c1ccccc1,32*,-20,-1,i,7,i,2.8,4,-11,2
O=C(O)C1CC(=O)N(Cc2ccc3c(c2)OCO3)C1 (stereo not drawn),-5,-2,2,i,-1,i,-1.2,-3,1,-2
Cn1nnnc1SCC(=O)C(C)(C)C,-6,-13,3,i,-5,i,-0.2,-3,3,7
CC(C)CCNC(=O)C1CCN(C(=O)N(C)C)CC1,3,-13,2,i,2,i,-1.4,2,4,0
CN(C)S(=O)(=O)c1ccc(NC(=O)CN2CCCCCC2)cc1,-4,-4,1,i,1,i,7.0,-3,0,2
O=C(Cc1ccccc1)NC(NC(=O)Cc1ccccc1)c1cccc([N+](=O)[O-])c1,1,-1,0,i,-4,i,1.5,-2,4,2
C/C(=N\NS(=O)(=O)c1ccccc1)c1ccc2c(c1)OCCO2,1,-5,-3,i,-1,i,-1.9,-22,-1,-3
CCCCNC(=O)c1cc2cc(OC)ccc2[nH]1,-5,-4,1,nt,-6,i,-0.4,-1,-6,0
Cc1ccc(Nc2nc(C(=O)N3CCC(C(=O)NCc4ccccc4)CC3)cs2)cc1,0,-5,3,i,6,i,1.3,-5,-2,4
COCc1cc(C)nc(OCC(=O)N/N=C\c2cc(C)n(-c3cccc(C(F)(F)F)c3)c2C)c1C#N,13,3,-5,i,-2,i,-0.3,2,-5,3
O=C(N/N=C/c1ccc([N+](=O)[O-])o1)c1cn(-c2ccccc2)nc1-c1ccccc1,31*,-3,0,i,6,i,1.2,21,32,-1
COc1ccc(NC(=O)Nc2ccc3nc(C)c(C)nc3c2)cc1,2,-5,-2,i,0,i,1.5,-2,22,2
CCCCCCNc1cc2n(c(=O)n1)CCc1cc(OC)c(OC)cc1-2,0,-2,-2,nt,14,i,1.0,0,2,2
Cn1cnc(S(=O)(=O)N2CCN(c3cccc(Cl)c3)CC2)c1,1,3,3,i,2,i,-1.3,-6,-2,-2
C[N+](C)(C)CCNC(=O)c1ccccc1,18,nt,nt,i,-21,nt,-6.0,0,nt,nt
COC(=O)[C@@]1(Cc2ccc(F)cc2)[C@H]2c3cc(C(=O)N(C)C)n(CCc4c[nH]c5ccc(OC)cc45)c3C[C@H]2CN1C(=O)c1ccccc1,-6,nt,nt,i,3,nt,5.0,0,nt,nt
CC(C)C[C@H]1CNC(=S)N1CC1CCN(CCC23CC4CC(CC(C4)C2)C3)CC1,8,1,-1,i,3,i,-2.3,7,4,4
c1ccc(C(c2nnnn2C2CCCC2)N2CCN(c3ccccc3)CC2)cc1 (stereo not drawn),8,-4,2,i,0,i,2.0,-4,-4,0
Cc1ccc(-n2c(N)c(C#N)c(-c3ccc(Cl)cc3)c(C#N)c2=O)cc1,1,-4,0,i,4,i,-2.3,0,-3,-3
Cn1c(=O)n(C)c2cc(S(=O)(=O)Nc3ccccc3)ccc21,-3,-1,0,i,2,i,-1.2,-8,3,0
O=[N+]([O-])/C(N=Nc1ccccc1)=N\Nc1ccccc1,-5,-6,-3,i,-8,i,-1.7,-1,-8,-5
COc1ccccc1N1CC(C(=O)Nc2ccc3c(c2)OCO3)CC1=O (stereo not drawn),6,-1,2,i,-1,i,0.1,-11,9,-1
O=C(CSc1nncn1-c1ccccc1)Nc1ccccc1F,2,4,3,i,-3,i,-1.2,-1,2,-2
CCN(CC)C(=O)CCCC(=O)N(CC)CC,1,-7,-2,i,-2,i,-1.2,1,0,1
S=C(Nc1ccc2c(c1)OCO2)N1CCN(Cc2ccco2)CC1,5,6,1,i,-1,i,0.2,7,4,-3
CC12CCC(c3c1nc1ccccc1[n+]3[O-])C2(C)C (stereo not drawn),5,-4,3,i,-6,i,-1.9,5,4,-3
CCc1ccc(OCC(=O)OC(C)C(=O)NC2CC2)cc1 (stereo not drawn),0,-8,-1,i,-3,i,-2.0,1,1,1
COC(=O)CS(=O)(=O)c1cccc2cccnc12,-4,-9,0,i,-3,i,-1.1,-3,1,0
CC(C)(C)c1ccc(C(=O)C2CCCN(C(=O)CCn3cncn3)C2)cc1 (stereo not drawn),2,1,2,i,2,i,-0.6,1,2,-2
N#CC1C(=O)NC(c2ccccc2)=CC1c1ccccc1 (stereo not drawn),-3,-12,2,i,-15,i,-0.8,-2,-4,3
CC(=O)Nc1ccc(C=NNC(=O)C2CC2)cc1,-2,-12,2,i,-4,i,0.1,-4,5,-2
CCC(C(=O)OC)n1c(-c2ccccc2)nc2ccccc2c1=O (stereo not drawn),-2,2,-1,i,0,i,2.7,4,8,0
Cc1ccccc1CS(=O)(=O)Cc1ccc(C(=O)NC2CCCC2)o1,1,-6,3,i,-1,i,0.4,1,3,-1
Cc1cc(C)cc(NC(=O)Cc2ccc(S(=O)(=O)N3CCCC3)s2)c1,-8,5,1,i,-4,i,1.8,3,-4,-1
COc1cc(/C=C/C(=O)N2CCN(c3n[nH]c(=O)[nH]c3=O)CC2)cc(OC)c1OC,-5,7,-1,i,-5,i,0.0,2,7,-4

# As entered above:
# Cc1cc(C)cc(NC(=O)Cc2ccc(S(=O)(=O)N3CCCC3)s2)c1 @ Rin1-Abl PPI inh: 1
# Cc1ccccc1CS(=O)(=O)Cc1ccc(C(=O)NC2CCCC2)o1 @ SUMO1-SIM PPI: -1
# CCC(C(=O)OC)n1c(-c2ccccc2)nc2ccccc2c1=O (stereo not drawn) @ Scp1 inh: 2
